Compound activity deposited in PubChem by several laboratories.
TDP2 absorb = TDP2 (human) inhibition, absorbance primary screen | O95551 | recombinant TDP2, T5PNP hydrolysis, p-nitrophenol absorbance 415 nm | inhibition, % at 12.8 µM | hit rate 0.34% among 370,000;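 active = inhibition above the mean of all tested compounds plus 3 SD, set per campaign, cut at about 25% in these data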;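 note: 0% = DMSO with enzyme and 100% = buffer with substrate but no TDP2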
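Incubation: 2 h at 37 °C; Test system: recombinant human TDP2; Quantity: enzyme 120 nM; Read-out basis: percent inhibition; Medium: 50 mM Tris-HCl pH 7.5 with Mg2+, KCl, DTT, BSA; Repeats: single replicate; Compound: 12.8 µM single point, 1% DMSO; Signal: epi absorbance; Reagent: 5 mM T5PNP chromogenic substrate; Benchmarks: no-enzyme high, DMSO-plus-enzyme low.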
TCR CD3 inh = human TCR-CD3 binding inhibition. inhibition, % at 9.4 µM. TAMRA-labeled TCR probe fluorescence, biochemical. hit rate 0.37% among 360,000; in the data active = inhibition above about 19%;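 note: recombinant mutant TCR 2C K166C tagged with TAMRA read by polarization; 0% = receptor in buffer alone and 100% = receptor with positive control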
GC-B act = GC-B (human) receptor activation | AID 1920062 | hit rate 0.11% among 370,000 | P20594 | activation, % at 10 µM | HEK293-GC-B cells, CNP EC30, cGMP TR-FRET; 0% at EC30 CNP, 100% saturating CNP;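 active = activation at 10 µM reaching about 35% in either raw or pattern-adjusted values, limit read from the data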
MBD2 DNA inh = MBD2-methylated oligo binding inhibition; hit rate 0.31% among 370,000; AID 686964; Q9UBB5; inhibition, % at 4.4 µM; TR-FRET, MBD2 binding to methylated oligonucleotide; in the data active = inhibition above about 13%
LEDGF integ inh = blocks HIV-1 LEDGF/p75-dependent DNA integration; TR-FRET IN-LEDGF/p75 DNA integration, Eu/Cy5; inhibition, % at 3.7 µM; hit rate 0.64% among 370,000;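 active = inhibition above the screen-wide mean plus 3 SD, cut at about 13% in these data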;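 note: signal is the Cy5 over europium emission ratio at 671 and 618 nm; 0% = plate median of compound wells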
mABHD4 FP = ABHD4 (mouse) inhibition, primary FP screen | Q8VD66 | purified mABHD4, FP-Rh probe fluorescence polarization | inhibition, % at 8.92 µM | hit rate 0.54% among 370,000 | AID 720543;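 active = inhibition exceeding the mean over every tested compound plus 3 SD, cut at about 30% in these data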;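 note: 0% = plate median of compound wells and 100% = S159A mutant with DMSO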
Target sequence (Q8VD66 whole entry, looked up): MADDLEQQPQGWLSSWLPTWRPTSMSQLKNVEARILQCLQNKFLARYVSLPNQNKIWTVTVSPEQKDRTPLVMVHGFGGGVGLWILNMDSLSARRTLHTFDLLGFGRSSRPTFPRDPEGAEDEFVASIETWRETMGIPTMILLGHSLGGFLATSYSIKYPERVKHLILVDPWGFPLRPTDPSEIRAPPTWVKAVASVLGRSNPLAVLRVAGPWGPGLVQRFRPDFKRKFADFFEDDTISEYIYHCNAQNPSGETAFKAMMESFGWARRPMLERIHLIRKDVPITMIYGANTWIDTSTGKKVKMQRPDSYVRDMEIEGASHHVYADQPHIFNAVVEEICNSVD
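Test system: mouse ABHD4 enzyme, wild type. Reagent: FP-Rh fluorescent activity-based probe, added after compound pre-incubation. Timing: pre-incubation 45 min, probe exposure 60 min, at 25 °C. Technique: FP readout, ex 525 nm / em 598 nm. Benchmarks: high control S159A mutant with DMSO, low control median of compound wells.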
SIAE inh = inhibitors of human sialic acid acetylesterase SIAE; hit rate 0.69% among 370,000; Q9HAT2; SIAE FP-Rh probe binding, fluorescence polarization; AID 1053197; inhibition, % at 9.66 µM;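 active = inhibition above a cutoff: mean of compounds within the control limits plus 3 SD of those, cut at about 17% in these data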;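 note: 0% = plate median of compound wells and 100% = probe without SIAE protein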
PRMT1 FP inh = blocks human protein arginine methyltransferase 1. Q99873. recombinant PRMT1, activity-based probe fluorescence polarization. inhibition, % at 2.79 µM. hit rate 1.3% among 370,000. AID 652257;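 active = inhibition above about 21% made by adding two undisclosed values, limit read from the data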
rCAG RNA binder = r(CAG) repeat RNA binding | TO-PRO-1 dye displacement fluorescence | inhibition, % at 3 µM | hit rate 1.3% among 370,000;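 active = inhibition above the plate cutoff, the mean of all test compounds on that plate plus 3 SD, cut at about 35% in these data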;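 note: 0% = DMSO alone and 100% = 100 µM mitoxantrone as full dye displacement; higher means more dye released from RNA so lower well fluorescence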
HTRA1 inh = blocks human HTRA1 serine peptidase | Q92743 | recombinant HTRA1, FP-rhodamine activity-based probe, fluorescence polarization | inhibition, % at 5.96 µM | hit rate 0.5% among 340,000 | AID 504803; in the data active = inhibition above about 36%;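 note: 0% = enzyme with DMSO and 100% = wells lacking enzyme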
Target sequence (Q92743 whole entry, looked up): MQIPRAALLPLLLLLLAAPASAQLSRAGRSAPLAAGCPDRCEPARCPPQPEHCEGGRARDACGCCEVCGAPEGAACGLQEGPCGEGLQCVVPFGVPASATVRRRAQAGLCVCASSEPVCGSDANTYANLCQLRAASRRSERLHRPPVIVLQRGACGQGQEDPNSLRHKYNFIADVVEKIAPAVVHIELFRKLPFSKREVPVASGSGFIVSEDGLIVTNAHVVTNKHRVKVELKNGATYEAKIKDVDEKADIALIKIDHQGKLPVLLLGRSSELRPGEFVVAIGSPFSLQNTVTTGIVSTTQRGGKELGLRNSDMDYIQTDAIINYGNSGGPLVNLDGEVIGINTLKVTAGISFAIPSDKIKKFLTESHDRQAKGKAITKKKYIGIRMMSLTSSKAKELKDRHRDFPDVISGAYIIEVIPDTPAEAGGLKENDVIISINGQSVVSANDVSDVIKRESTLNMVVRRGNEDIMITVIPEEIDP
The depositor's hits bear a star; . = not tested or not shown. The list is partial (hit frequency here may not be typical).

Each structure is followed by: TDP2 absorb	TCR CD3 inh	GC-B act	MBD2 DNA inh	LEDGF integ inh	mABHD4 FP	SIAE inh	PRMT1 FP inh	rCAG RNA binder	HTRA1 inh
COCc1cc(=O)n2[nH]c(C(F)(F)F)nc2n1
  4	6	0	1	1	1	-2	0	2	9
CC1CCN(C(=O)C2CCC(C)(C(=O)O)C2(C)C)CC1 (stereo unspecified)
  -5	0	4	0	1	0	-2	1	0	2
CCCS(=O)(=O)N1CCC(C(=O)N2CCC(Cc3ccccc3)CC2)CC1
  6	-4	-1	4	0	2	-5	-3	-2	5
CSc1nc2ccsc2c(=O)n1-c1ccccc1
  -7	-2	0	0	4	-1	7	-1	-2	-2
CCOc1ccc(N(CC(=O)Nc2cccc(N(C)S(C)(=O)=O)c2)S(=O)(=O)c2ccccc2)cc1
  -7	2	1	4	1	-5	-6	-1	4	-12
COC(=O)[C@]12C[C@H](CC(=O)NCCCN3CCCC3=O)C(=O)N(Cc3cccc4ccccc34)C1=C[C@H](C1CCCC1)O[C@@H]2C
  1	.	-10	0	2	0	-9	-1	4	.
Cc1ccc(C2=NC(C(F)(F)F)(C(F)(F)F)c3c(n(-c4ccc(F)cc4)c(=O)[nH]c3=O)N2)cc1
  -8	2	3	4	-2	-3	-2	-3	3	-2
Cc1cc(C)n(CC(O)COc2cccc(OCC(O)Cn3nc(C)cc3C)c2)n1 (stereo unspecified)
  4	7	6	3	-1	-4	7	-3	-11	-1
O=C(NC1CCN(Cc2nnnn2CCc2ccccc2)CC1)c1ccccc1F
  -12	-8	-1	3	5	-7	-6	5	1	7
COC(=O)C1C2CC(C(Br)C2Br)C1C(=O)O (stereo unspecified)
  2	6	3	-4	1	4	7	3	2	4
CN1CC(=O)N2[C@H](c3ccc4c(c3)OCO4)c3[nH]c4ccccc4c3C[C@@H]2C1=O
  5	10	57*	-3	2	-3	1	-5	2	-1
CC(=O)c1cccc(NC(=O)Cn2nc(-c3ccc(Cl)cc3)ccc2=O)c1
  0	3	-2	0	-2	-7	1	-6	-3	-5
COc1ccc(OC)c(C2CC(c3c(-c4ccccc4)c4cc(Cl)ccc4[nH]c3=O)=NN2S(C)(=O)=O)c1 (stereo unspecified)
  -3	-1	-10	-3	1	-3	-8	0	3	-1
CC(=O)n1nc(-c2cccc(C)c2)nc1SCC(=O)Nc1ccccc1
  5	4	-3	2	-1	-3	-4	-1	6	-11
O=C(Nc1c(C(=O)O)[nH]c2ccccc12)NC1CCCCC1
  1	8	5	-7	5	4	7	0	7	2
CC(=O)Nc1ccc(NC(=O)COc2c(C)cc(Br)cc2C)cc1
  2	2	0	3	1	1	6	0	-1	3
Cc1cccc(C(=O)Nc2nnc(S(=O)(=O)N3CCCCCC3)s2)c1
  9	5	1	-4	-1	-8	-8	2	19	-5
O=C(CCCOc1cccc(Br)c1)NCCOc1ccccc1
  -20	-6	-1	-6	5	-4	9	-3	-3	-16
CSc1ccccc1NC(=O)c1ccc([N+](=O)[O-])cc1
  -5	2	0	4	4	6	4	9	0	6
CCOC(=O)[C@]12CCCC=C1N(Cc1ccc3c(c1)OCO3)C(=O)[C@H](CC(=O)NCCCN1CCCC1=O)C2
  -10	-12	3	7	-6	-7	1	7	0	.

Three entries already listed, arranged by molecular weight, highest first.
Each structure is followed by: TDP2 absorb	TCR CD3 inh	GC-B act	MBD2 DNA inh	LEDGF integ inh	mABHD4 FP	SIAE inh	PRMT1 FP inh	rCAG RNA binder	HTRA1 inh
CC(=O)c1cccc(NC(=O)Cn2nc(-c3ccc(Cl)cc3)ccc2=O)c1
  0	3	-2	0	-2	-7	1	-6	-3	-5
O=C(CCCOc1cccc(Br)c1)NCCOc1ccccc1
  -20	-6	-1	-6	5	-4	9	-3	-3	-16
CSc1ccccc1NC(=O)c1ccc([N+](=O)[O-])cc1
  -5	2	0	4	4	6	4	9	0	6

Next results.
Each structure is followed by: TDP2 absorb	TCR CD3 inh	GC-B act	MBD2 DNA inh	LEDGF integ inh	mABHD4 FP	SIAE inh	PRMT1 FP inh	rCAG RNA binder	HTRA1 inh
O=c1[nH]c(CN2CCN(Cc3ccc4c(c3)OCO4)CC2)nc2ccccc12
  9	0	2	-4	-1	3	3	0	-5	5
Cc1cc(C)n(-c2ccc(C(=O)NCc3cccs3)cc2)n1
  -4	-5	-4	-2	0	-7	2	0	-9	-10
COc1ccc(OC)c(C(c2nnnn2CCc2ccccc2)N2CCN(c3ccccc3)CC2)c1 (stereo unspecified)
  -15	4	-17	1	4	-12	-5	0	0	-32
O=S(=O)(c1cccs1)N1CCN(CC(O)COc2cc(Cl)ccc2Cl)CC1 (stereo unspecified)
  -4	12	4	2	0	-5	1	-2	3	-12
O=C1C2C3C=CC(C4CC34)C2C(=O)N1/N=C/c1cccs1 (stereo unspecified)
  6	-6	4	1	-1	8	3	0	2	0
Cc1ccc(S(=O)(=O)NCc2ccccc2)cc1
  -7	6	6	4	-1	1	0	-6	0	2
CCCC(c1nnnn1C1CCCCC1)N1CCN(C2CCCC2)CC1 (stereo unspecified)
  0	11	0	-1	1	9	-1	2	-7	-1
Nc1cccnc1-n1nc(C(F)(F)F)cc1C(F)(F)F
  -6	-4	4	8	3	-14	-7	0	-2	4
Cc1nc2sc3c(c2c(=O)n1/N=C/c1cccnc1)CCCC3
  2	-2	-2	4	1	-5	3	-1	-1	9
O=C(COC(=O)c1cc(F)c(F)cc1Cl)NC1CCCCCC1
  -1	12	-3	-4	-3	0	5	0	-2	-4
CN=C1C([N+](=O)[O-])=CC=C2C1=NC1(CCCCC1)N2O
  2	2	1	-19	-1	1	3	-1	0	3
CC(C(=O)NC1CCCC1)n1c(C2CC2)nc2ccccc21 (stereo unspecified)
  -8	3	3	-2	-2	0	-4	1	-1	.
COc1cccc(NC(=O)CN(C)C(=O)c2cc(-c3ccco3)nc3ccccc23)c1
  9	2	2	2	5	4	8	7	12	-8
CCOC(=O)N1CCC(NC(=O)CC(NS(=O)(=O)c2ccc(Cl)cc2)c2ccco2)CC1 (stereo unspecified)
  0	0	-5	-1	-3	0	-3	-2	-4	-2
CCN1CCN(c2nc(-c3cccs3)nc3ccccc23)CC1
  -7	9	3	-1	-1	2	3	0	-9	6
O=C(NCc1ccc(F)cc1)C1CCC(CNS(=O)(=O)c2cccs2)CC1 (stereo unspecified)
  3	1	2	2	-2	-4	1	4	0	-5
O=C(CNC(=S)NC(=O)c1ccc(Br)o1)c1ccccc1
  3	-2	0	3	6	3	2	6	7	-5
Cc1ccc(CNC(=O)c2cc(C3CC3)nc3c2cnn3C(C)C)cc1
  4	3	50*	-3	5	1	-4	-3	0	-9
CCOC(=O)CC(=O)N/N=C/c1c(N)n(C)c(=O)n(C)c1=O
  7	-3	-2	-8	-1	-2	-3	0	-1	1
COc1ccc(N2CCN(C(c3cccs3)c3nnnn3C3CCCC3)CC2)cc1 (stereo unspecified)
  7	1	2	2	-3	3	5	1	-4	7
CC(=O)Nc1c(C)ccc([N+](=O)[O-])c1C
  2	-11	0	7	-1	-3	1	1	0	6
CCN(CC)CCCNC(=O)c1[nH]c2ccccc2c1Sc1ccc(Cl)cc1
  -24	-4	-3	-4	6	-11	-8	4	12	-45
C=CCSc1nccc(=O)[nH]1
  1	3	-3	-2	2	2	1	-1	-2	5
CN(C)/C=C(/C(=O)c1ccc(Cl)cc1)S(=O)(=O)c1ccccc1
  -7	-12	-2	-1	8	-2	0	-4	13	-1
CCOc1ccccc1C(=O)Nc1cc2c(cc1N1CCCC1)n(CC)c(=O)n2CC
  -18	0	-3	3	-1	23	4	2	-9	2
COc1cc(OC)c(OC)cc1CN1CCN(C(=O)c2cccc3ccccc23)CC1
  6	-5	-1	0	-5	13	5	3	-10	8
CC1=C(C(=O)OCC2CCCO2)C(c2coc3ccccc3c2=O)C2=C(CCCC2=O)N1 (stereo unspecified)
  4	2	3	2	7	2	-3	5	-3	-7
CC(C)=N/N=C(\N)SCc1ccccc1
  12	2	2	-5	-1	4	3	10	6	-1
O=C1CC(c2ccco2)Cc2nc(NCC3CCCO3)ncc21 (stereo unspecified)
  -5	-5	4	-4	1	4	0	17	1	8
Cc1nc(CS(=O)c2ccc(Cl)cc2)cc(N2CCOCC2)n1 (stereo unspecified)
  -3	6	-2	0	1	1	-4	2	2	-1
O=C(N/N=C/c1ccc(-c2cccc(C(F)(F)F)c2)o1)c1cccc(F)c1
  -11	-6	0	1	0	-13	0	-5	7	-28
COc1ccc(NC(=O)N(C)C[C@H]2Oc3ccc(NS(=O)(=O)c4c(C)noc4C)cc3C(=O)N([C@H](C)CO)C[C@@H]2C)cc1
  15	1	0	-2	-1	8	9	-2	10	-1
O=[N+]([O-])c1ccc(Nc2ccc(Cl)cc2)nc1
  -10	2	-8	-3	-5	1	-3	-2	4	.
CC1CN(C(=O)c2ccc3c(c2)OCO3)OC(c2ccccc2)O1 (stereo unspecified)
  -2	1	-3	5	-3	2	4	0	-6	8
CC(C)c1ccc(N2C(=O)CC(Sc3nc4ccccc4o3)C2=O)cc1 (stereo unspecified)
  -7	2	4	1	-2	-2	0	23*	8	-22
COc1ccc(OC)c(CN2CCN(Cc3ccc(OC)c(OC)c3OC)CC2)c1
  4	2	-3	8	3	21	7	4	-2	2
CC(C)C[C@H]1COCCS(=O)(=O)N1Cc1ccccc1F
  -2	2	1	1	-1	-2	1	0	-1	-4
CCCCCCCN(C(=O)CCl)c1ccccc1C
  -8	-3	0	1	-2	-3	2	47*	-6	-1
COc1cccc(NC(=O)c2cncs2)c1
  12	2	-3	1	-3	1	10	-1	0	2
Cc1cc(Cl)ccc1OCc1nnc(-c2ccccc2C)o1
  8	13	-3	-4	2	0	-2	5	2	-4
Cc1ccc(O)c(NC(=S)NC(=O)/C=C/c2ccco2)c1
  9	14	0	2	4	11	8	7	24	-6
Cc1c(C(=O)NCc2cccnc2)oc2ccc(S(=O)(=O)N3CCCCC3)cc12
  14	0	-8	4	-3	4	-1	0	-1	-11
CCC1(C)Cc2c(sc3c2c(=O)n(C)c2nnc(SCC(=O)c4ccccc4)n32)CO1 (stereo unspecified)
  0	3	6	-4	3	1	8	-3	-2	-1
CCN(CC)C(=O)c1ccc(-c2nnc(Nc3ccc(C(=O)N(C)C)cc3)c3ccccc23)cc1
  -12	-9	-1	1	-1	-7	4	10	2	-2
Cc1c(CN(C)C)c2c(n1Cc1ccccc1)C(=O)c1ccc(Br)cc1-2
  -18	-1	-18	-6	-2	15	2	3	0	24
NNC(=O)c1ccccc1OCCOc1ccccc1
  9	-2	-5	0	-3	2	3	2	-1	-7
CCN(Cc1ccccc1)C(=O)c1cccnc1
  18	2	8	2	-5	0	-5	0	-3	4
CCCCNC(=O)C(=O)NCc1ccncc1
  6	6	-1	0	-1	2	-1	-1	5	.
